Abeta rescue – restores growth of yeast expressing A-beta42 peptide | yeast expressing A-beta42, growth rescue, OD600, 48 h; response scale: 0% DMSO, 100% iron-clioquinol control | Potency, µM (highest dose often 46.1 µM), for the others: at the highest dose growth rescue, usual class: activators | hit rate 0.063% among 410,000 | AID 1347071; further: potency means the concentration at half of the fitted maximal effect; nearly all actives have a fitted effect of over 55% in size
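Yeast growth medium received pinned compounds, then yeast cells expressing toxic A-beta were added; plates incubated at 30 C for 48 hr. Growth read as absorbance at 600 nm, normalized to DMSO and equimolar FeCl3 plus clioquinol controls.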
GLP1R inv ag – acts as inverse agonist at human GLP-1 receptor. hit rate 1.6% among 410,000. P43220. HEK293 GLP-1R CRE-luciferase, luminescence, 24 h; GLP-1R form is constitutively active. Potency, µM (series often up to 38.3 µM), without a hit: top-dose activity change, negative = inhibition, actives largely listed as inhibitors; further: potency means the concentration at half of the fitted maximal effect; on the % scale 0 is the no-effect control and ±100 the full control effect; nearly all actives have a fitted effect of over 55% in size
Target sequence (P43220 whole entry, looked up): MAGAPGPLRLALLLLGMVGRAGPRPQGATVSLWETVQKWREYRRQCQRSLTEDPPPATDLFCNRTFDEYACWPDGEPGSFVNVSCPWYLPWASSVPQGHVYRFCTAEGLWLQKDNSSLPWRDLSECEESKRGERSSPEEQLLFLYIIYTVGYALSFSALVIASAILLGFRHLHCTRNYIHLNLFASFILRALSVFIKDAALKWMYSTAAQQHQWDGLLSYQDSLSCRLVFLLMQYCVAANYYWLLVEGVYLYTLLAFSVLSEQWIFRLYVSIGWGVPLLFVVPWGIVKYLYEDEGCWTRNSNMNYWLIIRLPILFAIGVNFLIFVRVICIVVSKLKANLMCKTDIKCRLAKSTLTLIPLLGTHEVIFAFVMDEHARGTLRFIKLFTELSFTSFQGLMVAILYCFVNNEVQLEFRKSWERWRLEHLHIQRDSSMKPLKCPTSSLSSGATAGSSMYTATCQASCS
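GLP-1R inverse agonism mode: basal reporter luminescence in engineered HEK293 cells measured after one day of compound exposure at 37 deg C, with a 12 min room-temperature detection step.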
FUS yeast rescue – suppressors of FUS proteinopathy in yeast | hit rate 0.24% among 390,000 | S. cerevisiae FUS-expressing, growth rescue, OD600, 24 h | Potency, µM (doses to about 76.6 µM), for inactives: top-dose growth rescue (activation), most hits filed as activators;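 further: potency means the concentration at half of the fitted maximal effect; plate controls were DMSO vehicle for no effect and reference control for full effect; nearly all actives have a fitted effect of over 55% in size; some results filed as inactive show a strong effect at the top dose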
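Steps: raffinose overnight preculture; dilution to OD 0.005 in 2% galactose minimal medium; compound addition (concentration series); 24hr at 30C, 99% humidity; absorbance read at 600 nm.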
TDP43 rescue – inhibitors of TDP-43 toxicity in yeast; TDP-43 expressing yeast growth rescue, BacTiter-Glo, 24 h; hit rate 1.8% among 410,000; Potency, µM (doses to about 46.1 µM), without a hit: at the highest dose growth rescue (activation), actives largely listed as activators; further: potency means the concentration at half of the fitted maximal effect; % of control where 0% means no effect; nearly all actives have a fitted effect of over 50% in size
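In this qHTS, compounds that restore growth of yeast expressing TDP-43 appear as activators. Cells (OD600=0.02, galactose medium, raffinose-pregrown) are incubated with compound 24 hr at 30 deg C and growth is quantified by BacTiter-Glo.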
Mm-Cpn inhibitor – inhibitors of Methanococcus maripaludis chaperonin (MmCpn); purified Mm-Cpn ATPase, ADP Transcreener TR-FRET; Potency, µM (series often up to 76.9 µM), for the others: at the highest dose activity, negative = inhibition, most hits filed as inhibitors; hit rate 0.031% among 330,000; AID 504842; further: potency means the concentration at half of the fitted maximal effect; on the % scale 0 is the no-effect control and ±100 the full control effect; nearly all actives have a fitted effect of over 80% in size
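Reaction buffer contained 30 mM Tris pH 7.4, 100 mM KCl, 5 mM MgCl2 and 1 mM DTT. Mm-CPN (25 nM final) hydrolysed 10 uM ATP over 30 min at 37°C; ADP was read by HTRF.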
HEK293 tox – cytotoxicity counter-screen for GLP-1 receptor inverse agonists | HEK293 cAMP-luciferase reporter cells, luminescence, 24 h | Potency, µM (highest dose often 38.3 µM), for the others: at the top dose activity change, negative = inhibition, most hits filed as inhibitors | hit rate 0.13% among 410,000;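 further: loss of luciferase light is scored as toxicity; potency means the concentration at half of the fitted maximal effect; on the % scale 0 is the no-effect control and ±100 the full control effect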
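Seeding density was 200 cells/uL; after overnight-length (12 h) culture, 23 nL compounds went on for 24 h at 37 °C. Readout used a luciferase detection reagent, luminescence taken after 12 min at room temperature.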
PTHR1 agonist – activates the human parathyroid hormone receptor PTHR1; Q03431; HEK293 GP2 PTHR1 cells, GloSensor cAMP luminescence, 1 h; Potency, µM (highest dose often 115 µM), for the others: at the top dose activation, hits mostly activators; hit rate 0.075% among 410,000; further: potency means the concentration at half of the fitted maximal effect; nearly all actives have a fitted effect of over 55% in size; some results filed as inactive show a strong effect at the top dose; inactives centre near -15; many of its hits are not listed in these tables
Target sequence (Q03431 whole entry, looked up): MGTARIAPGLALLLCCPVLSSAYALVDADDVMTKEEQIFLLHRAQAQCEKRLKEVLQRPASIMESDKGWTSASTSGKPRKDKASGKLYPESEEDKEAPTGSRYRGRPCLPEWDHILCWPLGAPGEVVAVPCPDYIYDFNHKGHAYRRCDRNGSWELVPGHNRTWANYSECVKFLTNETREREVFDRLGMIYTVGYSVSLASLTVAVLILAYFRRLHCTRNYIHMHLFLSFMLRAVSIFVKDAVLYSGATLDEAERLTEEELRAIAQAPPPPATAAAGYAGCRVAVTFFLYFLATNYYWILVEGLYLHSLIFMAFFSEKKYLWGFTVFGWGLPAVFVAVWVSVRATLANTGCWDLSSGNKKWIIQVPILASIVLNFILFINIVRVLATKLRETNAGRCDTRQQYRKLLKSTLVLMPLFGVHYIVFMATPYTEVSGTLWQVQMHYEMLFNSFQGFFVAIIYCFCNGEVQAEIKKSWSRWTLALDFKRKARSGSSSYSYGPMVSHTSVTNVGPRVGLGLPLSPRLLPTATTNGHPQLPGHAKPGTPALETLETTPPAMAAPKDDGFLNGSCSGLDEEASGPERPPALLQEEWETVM
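HEK-293-derived GP2 cells expressing PTHR1 and a GloSensor cAMP reporter, 3,000/well, plated overnight, given luciferin plus IBMX (each 0.5 mM as added) for 1 h at 37 °C, then compound for 1 h at 37 °C. Luminescence was read after 15 min at room temperature.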
pAkt inh – blocks phosphorylation of Akt | Neuro2A IGF-stimulated pAkt S473 HTRF, 20 min; active compounds read low | activity change, % for hits at 50 µM | hit rate 0.32% among 360,000 | AID 651550; in the data active means activity change below about -80%; inconclusive means mostly about -51% to -80%; further: on the % scale 0 is the no-effect control and ±100 the full control effect
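Neuro2A cells (4,500/well, DMEM with 0.5% FBS) were treated with compound at a single 50 µM final concentration, stimulated with 6 nM IGF for 20 min at 37 °C, and lysed. Phospho-Akt Ser473 was read by HTRF as 665/615 ratio ×10^4.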
aSyn rescue – rescues yeast growth from alpha-synuclein toxicity; Yeast expressing alpha-synuclein, growth rescue, BacTiter-Glo, 24 h; Potency, µM (titrated, usually from 46.1 µM), for inactives: at the highest dose growth rescue (activation), usual class: activators; hit rate 0.14% among 370,000; AID 652106; further: potency means the concentration at half of the fitted maximal effect; % of control where 0% means no effect; nearly all actives have a fitted effect of over 65% in size
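Rescue of yeast growth: cells expressing toxic alpha-synuclein, induced in galactose at OD600 0.02, incubated with compound 24 h at 30 C. ATP luminescence quantified growth; inhibitors of toxicity appear as activators.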
An asterisk follows results filed as active; i = inactive; ? = inconclusive; nt = not tested or not shown; & = joins results of further samples; [ ] = another dose, or the depositor's remark. Unless noted, the call rests on the fitted dose curve; in most records, active means well fitted curve in the direction sought with a large enough effect; inconclusive means small, poorly fitted or top-dose-only effect, or another doubt; inactive means no such curve, though single readings can be large; an effect the other way counts as inactive or inconclusive. A portion of the library. The share of hits here may be higher or lower than overall.

SMILES	Abeta rescue	GLP1R inv ag	FUS yeast rescue	TDP43 rescue	Mm-Cpn inhibitor	HEK293 tox	PTHR1 agonist	pAkt inh	aSyn rescue
O=C(NCCCc1ccccc1)c1ccc(Br)o1	-3%	0%	7%	?	-1%	-4%	-43%[inhibitor][57.5 µM]	i	-13%
C=CCn1c(Cc2cccs2)nnc1SCC(=O)c1ccc2ccccc2c1	-24%	-15%	42%	-31%[inhibitor]	-6%	-13%	-31%[inhibitor]	i	3%
COc1ccc(C(=S)N2CCOCC2)cc1OS(=O)(=O)c1ccc(Br)cc1	-4%	?	13%	15%	0%	2%	-28%	i	0%
CCN(CC(=O)Nc1ccc(NC(C)=O)cc1)C(=O)CN1C(=O)NC(C)(c2ccc3ccccc3c2)C1=O (configuration not stated)	-17%	-10%	3%	-4%	nt	1%	5%	i	1%
O=c1cc(C(F)(F)F)nc(-n2[nH]c3c(c2=O)CCCC3)[nH]1	-4%	-15%	27%	-5%	-18%	-6%	i	i	1%
COc1cccc(C(=O)NNC2OC(CO)C(O)C2O)c1 (configuration not stated)	-18%	7%[7.66 µM]	-12%	?	3%	6%[7.66 µM]	i	i	2%
COC(=O)Cc1cc(C)cc2c(=O)cc(-c3ccoc3)oc12	-12%	38%[activator]	40%	0%	nt	20%	-54%[inhibitor]	i	-4%
Cc1ccc(N(CC(=O)NCCc2ccccc2)C(=O)c2csnn2)cc1	4%	15%	15%	-7%	-1%	-1%	i	i	7%
OC(c1cccc(CN2CCCCC2)c1)c1ncc(-c2ccccc2Cl)[nH]1 (configuration not stated)	13%	-24%	-3%	?	nt	3%	-13%	i	-1%
Cc1ccc(NC(=O)C(C)N2CCc3ccccc3C2)cc1 (configuration not stated)	-5%	?	31%	-24%	1%	-3%	i	i	1%
Cc1c(C(=O)OCC(C)C)[nH]c2c1C(=O)CC(c1ccco1)C2 (configuration not stated)	-19%	?	7%	0%	0%	-14%	-6%	i	-4%
O=C(Nc1ccc(F)cc1)Nc1csc2c1CCCC2	10%	?	-29%	23%	nt	-4%	i	nt	nt
Cc1cccc(NC(=O)C2CCCN2C(=O)OCC(C)C)c1 (configuration not stated)	1%	-6%	20%	24%	1%	-20%	-7%[57.5 µM]	i	2%
Cc1ccc(S(=O)(=O)N2CCOCC2)cc1C(=O)N1C(=O)c2cccc(N)c2C1=O	7%	-18%	?	6%	-3%	nt	i	i	8%
O=C(COc1cccc(C(F)(F)F)c1)NCC(c1cccs1)N1CCOCC1 (configuration not stated)	-13%	-21%	0%	-14%	0%	-2%	-72%[inhibitor]	i	-8%
N#CCCn1nc(-c2ccc(Br)cc2)cc1Nc1ccccc1NC(=O)C(F)(F)F	-1%	?	38%	7%	2%	-16%	-36%[inhibitor]	i	-18%
CC1CCN(C(=O)CSc2nnc(CNC(=O)c3ccco3)o2)CC1	-14%	-2%	14%	12%	0%	15%	i	i	-6%
Cc1occc1C(=O)Nc1ccc(S(=O)(=O)N2CCN(C)CC2)cc1	12%	0%	24%	-18%	2%	-17%	-4%[57.5 µM]	i	0%
COc1ccc(S(=O)(=O)N2CCCN(CC(=O)Nc3ccc(OC)c(Cl)c3)CC2)cc1	9%	19%	4%	8%	-3%	-13%	i	i	1%
O=C(/C=C/c1ccccc1)NNC(=O)c1cccs1	-3%	12%	20%	24%[9.22 µM]	0%	15%	i	i	3%
OC(c1ccccc1)C1CN(Cc2ccccc2)CCC1(O)c1ccccc1 (configuration not stated)	5%	-13%	5%	-25%	-1%	4%	27%	i	5%
OC(CNCc1ccccc1F)(c1ccc(F)cc1)c1ccc(F)cc1	13%	?	3%	5%	-2%	-2%	-7%	i	-8%
Fc1cccc(Cc2c(-c3ccco3)nc3ccc(Br)cn23)c1	-82%[inhibitor]	?	21%	?	nt	-6%	-54%[inhibitor]	i	-80%[inhibitor]
Cc1ccc(C2(c3noc(CN(C)Cc4ccccn4)n3)CCCC2)cc1	?	?	2%	7%	-2%	?	-15%	i	9%
O=C(O)CSc1nnc(Cc2cccc3ccccc23)n1-c1cc(C(F)(F)F)cc(C(F)(F)F)c1	22%	?	24%	16%	1%	-9%	-14%	i	2%

(next part)
SMILES	Abeta rescue	GLP1R inv ag	FUS yeast rescue	TDP43 rescue	Mm-Cpn inhibitor	HEK293 tox	PTHR1 agonist	pAkt inh	aSyn rescue
Cc1noc(C)c1C(=O)N1CCc2ccccc2C1	-4%	-6%	24%	-3%	-1%	3%	i	nt	0%
O=C(Nc1ccccc1C(=O)O)c1cc(S(=O)(=O)Nc2ccccc2)ccc1Cl	-1%	75%[activator]	28%	nt	0%	-8%	i	i	-6%
CC(=O)N1CCN(C(=O)c2ccc(S(=O)(=O)Nc3ccccc3C)cc2)CC1	-4%	-3%	-9%	-7%	1%	-7%	i	i	3%
COc1ccc(C2=NOC(Cn3nc(C(=O)NCc4ccc(OC(F)(F)F)cc4)cc3-c3ccccc3)C2)cc1 (configuration not stated)	4%	0%	-29%	14%	-3%	1%	-6%	i	-4%
O=C(CCCn1nnnc1CN1CCOCC1)N1CCN(c2ccccc2F)CC1	-11%	1%	nt	13%	-1%	-9%	i	i	-9%
Cc1cc(NCCCN2CCOCC2)n2nc(C)c(-c3ccc(F)cc3)c2n1	-7%	?	1%	1%	-7%	-2%	i	i	-1%
O=C(CN1C(=O)C2CCCCN2C(=O)c2ccccc21)Nc1ccc(F)cc1 (configuration not stated)	-4%	12%	2%	23%	1%	-25%	10%	i	0%
CCc1cccc(CC)c1NC(=O)C(CC)Sc1nc2ccncc2[nH]1 (configuration not stated)	6%	-12%	-13%	8%	2%	17%	-17%	i	-6%
Cc1cc(C)c2c(=O)cc(C(=O)Nc3ccc(S(=O)(=O)Nc4onc(C)c4C)cc3)oc2c1	-23%	16%	?	-8%	nt	-4%	-15%	nt	nt
CCc1nc2c(OCc3cccc(Cl)c3)cccn2c1N(C)C(=O)c1ccco1	-15%	?	1%	22%	nt	5%	-17%	i	-26%
COc1ccc(-n2c(C)cc(C(=O)CN3C(=O)NC4(CCCc5sccc54)C3=O)c2C)cc1 (configuration not stated)	9%	13µM*	-11%	-2%	-9%	-8%	-28%	i	5%
C[C@H](CO)N1C[C@H](C)[C@@H](CN(C)Cc2ccc(C(=O)O)cc2)Oc2ccc(NS(=O)(=O)c3cn(C)cn3)cc2C1=O	-1%	-1%	-15%	11%	-3%	-6%	i	i	0%
Cc1c(/C=N/N2C(=O)C3C4C=CC(C4)C3C2=O)c2ccccc2n1C (configuration not stated)	-10%	-6%	nt	11%	1%	-3%	-30%	i	2%
CCOC(=O)CCN(Cc1ccccc1)S(=O)(=O)c1csc(C(N)=O)c1	-13%	-18%&0%	6%&8%	0%&11%	1%	-9%&-1%	-7%	i	-3%
C/C(=N\N1CCN(c2ccc(Cl)cc2)CC1)c1ccco1	7%	14%	-36%	0%	-3%	-7%	i	i	4%
Cc1cc(C)c2c(n1)SCCN2C(=O)Nc1ccc(C(=O)Nc2ccc(C(C)C)cc2)cc1	-9%	22%	-4%	7%	nt	2%	-15%	nt	nt
CNC(=S)N/N=C/c1ccc(-c2ccc(C(=O)O)cc2)o1	-69%[inhibitor]	-32%	19%	-24%	-3%	-9%	i	i	-53%[inhibitor]
CCOC(=O)C1CCCN(C(=O)c2ccc(OC(C)=O)cc2)C1 (configuration not stated)	-16%	-1%	-4%	19%	-6%	-25%	i	i	-6%
Cc1c(Cl)cnc(NC(=O)COC(=O)CCc2nc3ccccc3s2)c1Cl	-15%	2%	7%	9%	-1%	-8%	-25%	i	-1%
CCCCCC(=O)N1C[C@@H](O)[C@H](n2cc(COC(=O)c3ccccc3)nn2)C[C@@H]1c1ccc(OC)cc1	3%	3%	0%	0%	nt	3%	-22%	i	-1%
O=C(NC1CC2CCC1C2)c1ccc(CN2CCOCC2)cc1 (configuration not stated)	0%	11%	-4%	4%	1%	-7%	i	i	1%
CCOC(=O)c1cnc(N2CCN(c3ccc(OC)cc3)CC2)c2ccccc12	-22%	-10%	23%	19%	nt	-23%	-81%[inhibitor]	nt	nt
N#Cc1cc[n+](CC(=O)c2ccc(NC(=O)c3ccccc3)cc2)cc1	-5%	8%	31%	-14%	-3%	4%	-22%	i	-3%
Cc1ccc(C(=O)N/N=C/c2ccoc2)cc1C	6%	17%	?	-4%	1%	-16%	i	i	-2%
Cc1cnc(CNC(=O)C2CCC(=O)N(CCc3ccc(Cl)cc3)C2)cn1 (configuration not stated)	14%	-14%	-19%	-6%	-2%	-15%	i	i	1%
CC(=O)Nc1ccc(S(=O)(=O)N(Cc2ccccc2)c2ccccn2)cc1	6%	-7%	-22%	11%	-3%	-9%	-8%	i	10%

3 entries from above, arranged by the value under GLP1R inv ag, descending.
compound	GLP1R inv ag
O=C(CCCn1nnnc1CN1CCOCC1)N1CCN(c2ccccc2F)CC1	1%
C[C@H](CO)N1C[C@H](C)[C@@H](CN(C)Cc2ccc(C(=O)O)cc2)Oc2ccc(NS(=O)(=O)c3cn(C)cn3)cc2C1=O	-1%
CCOC(=O)c1cnc(N2CCN(c3ccc(OC)cc3)CC2)c2ccccc12	-10%
